# Compound activity: PubChem BioAssay, several laboratories
# H9c2 protect: modulators protecting cardiomyocytes from myocardial damage; H9c2 cardiomyocytes, H2O2 injury protection, ATPLite, 2 h; protection from H2O2 cell death, % at 20 µM; actives 0.63% (n = 360,000); AID 588492;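 active = compounds giving at least 50% protection of heart cells from peroxide-induced death in the single-dose screen, raw or plate-pattern-corrected value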;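 also: 0% = DMSO wells with peroxide and 100% = DMSO wells without peroxide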
# Glyco luc inh: N-linked glycosylation inhibition | D54 ERlucT glycosylation luciferase reporter, 24 h; percent of 100 nM tunicamycin response | reporter increase, % at 12.5 µM | actives 0.23% (n = 360,000);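 active = mean luciferase reporter signal, scaled so untreated is 0 and the glycosylation-blocking control 100, at or above a set limit in every replicate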;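 also: luciferase carries N-glycosylation sites so blocking glycosylation raises the light; 0% = median of neutral control wells and 100% = median of 100 nM tunicamycin wells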
# aDG glyco up: increases alpha dystroglycan glycosylation. actives 0.22% (n = 360,000). activation, % at 10 µM. Pro5-aDG cells, alpha-DG glycosylation AlphaScreen (IIH6); 0% Pro5, 100% B10-LARGE cell signal;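 active = activation of at least 8% versus controls, or a plate z-score of at least 8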;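 also: Pro5 are CHO cells carrying HIG-tagged alpha-DG that lacks glycosylation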
# PDI inh: PDI (human) enzyme inhibition; P07237; PDI insulin aggregation turbidity, A650, 90 min; inhibition, % at 10 µM; actives 0.052% (n = 350,000); AID 588391;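 active = mean inhibition across replicates of 30% or more, whatever share of single replicates reach that level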;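 also: absorbance from insulin aggregation driven by PDI reduction with DTT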
# CaV13 ICDI inh: Primary screen for inhibitors of IQ motif and Ca2+-dependent inactivation inhibitor domain binding in CACNA1D, Förster resonance energy transfer in living cells, …; HEK cells, CFP/YFP FRET ICDI-IQ, plate reader, 10 min; percent FRET-ratio fall versus neutral wells; inhibition, % at 12.3 µM; actives 0.098% (n = 340,000); AID 743397;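 active = mean replicate inhibition of at least 30% and at least 1% of replicates passing that level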;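 also: 0% = median of the neutral control wells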
# MC4R antag cAMP: antagonists of human melanocortin 4 receptor (MC4R) | MC4R-expressing cells, MTII-stimulated cAMP, LANCE TR-FRET | inhibition, % at 6.5 µM | actives 0.48% (n = 360,000);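 active = inhibition above its plate's cutoff, the mean of tested wells on that plate plus 3 SD, cut at about 29% in these data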;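 also: 0% = Melanotan II alone and 100% = Melanotan II plus saturating MCL0020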
#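 Material: human MC4R-expressing U2OS cells. Probe or stimulus: Melanotan II challenge. Dosing: 6.5 µM single dose. Times: 30-min compound, 1-h challenge, 1-h detection, room temperature. Technique: TR-FRET with Eu-cAMP and labeled anti-cAMP, 671 nm. Replication: singlicate.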
# m5-HT2A agonist: activates the mouse 5-HT2A serotonin receptor. P35363. CHO-K1 mHTR2A beta-arrestin complementation, luminescence; percent of 30 µM serotonin response. activation, % at 7.6 µM. actives 0.66% (n = 360,000). AID 624169;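 active = activation above a run cutoff, the mean activation of all tested compounds plus 3 SD, cut at about 14% in these data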;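 also: 0% = plate median of compound wells and 100% = 30 µM serotonin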
# ABCB6 inh MLPCN: blocks the human ABCB6 transporter | fluorescence ratio to DMSO, % at 10 µM | AID 602162 | actives 0.19% (n = 360,000) | Q9NP58 | K562-ABCB6 porphyrin accumulation, flow cytometry, 1 h; active compounds read low;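 active = fluorescence ratio to DMSO below 75%, the collection mean minus 3 SD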;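 also: signal is porphyrin accumulated inside mitochondria; 100% equals median channel fluorescence of DMSO control wells; lower ratio means ABCB6 inhibition with less porphyrin fluorescence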
# Target sequence (Q9NP58 whole entry, looked up): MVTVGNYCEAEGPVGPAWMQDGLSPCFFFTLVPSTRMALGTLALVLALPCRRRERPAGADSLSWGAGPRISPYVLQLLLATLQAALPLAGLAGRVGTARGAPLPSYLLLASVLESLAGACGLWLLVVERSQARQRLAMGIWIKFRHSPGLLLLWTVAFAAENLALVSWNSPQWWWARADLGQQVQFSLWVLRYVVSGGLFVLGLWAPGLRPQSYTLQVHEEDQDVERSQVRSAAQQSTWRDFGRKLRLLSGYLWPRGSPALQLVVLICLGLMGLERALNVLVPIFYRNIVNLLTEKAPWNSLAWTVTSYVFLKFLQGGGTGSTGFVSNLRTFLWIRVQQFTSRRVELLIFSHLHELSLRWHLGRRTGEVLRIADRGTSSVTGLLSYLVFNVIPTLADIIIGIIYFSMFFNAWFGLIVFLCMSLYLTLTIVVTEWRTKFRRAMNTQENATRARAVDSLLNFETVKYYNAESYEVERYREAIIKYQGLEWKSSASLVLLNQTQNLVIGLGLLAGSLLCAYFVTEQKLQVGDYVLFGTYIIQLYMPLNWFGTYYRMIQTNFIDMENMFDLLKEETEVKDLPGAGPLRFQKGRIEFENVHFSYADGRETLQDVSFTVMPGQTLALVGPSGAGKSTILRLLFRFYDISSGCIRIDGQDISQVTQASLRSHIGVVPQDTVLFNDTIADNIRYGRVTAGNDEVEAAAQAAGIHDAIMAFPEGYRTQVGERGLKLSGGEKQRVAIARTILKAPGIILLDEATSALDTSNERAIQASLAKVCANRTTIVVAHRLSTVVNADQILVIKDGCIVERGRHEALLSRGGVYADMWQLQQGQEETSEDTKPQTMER
# MC4R barr agon: activates human MC4R beta-arrestin recruitment | P32245 | AID 540308 | activation, % at 8.9 µM | U2OS MC4R beta-arrestin complementation, luminescence; percent of melanotan II response, DMSO zero | actives 0.98% (n = 360,000);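 active = activation above a per-plate cutoff, the mean activation of sample wells on that plate plus 3 SD, cut at about 8% in these data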
# Vif imaging: HIV Vif inhibition | inhibition, % at 7.49 µM | HEK293T cells, Vif self-association by quenched fluorescence, imaging, 24 h | AID 602346 | actives 0.35% (n = 340,000); in the data active = inhibition above about 50%, passing the limit was not always enough; also: some results filed as inactive read as strong as hits
# Numbers without * were called inactive; x = no result given.
# Screens in order – Vif imaging, m5-HT2A agonist, ABCB6 inh MLPCN, Glyco luc inh, aDG glyco up, PDI inh, CaV13 ICDI inh, MC4R antag cAMP, H9c2 protect, MC4R barr agon
> COC(=O)CCC(=O)Nc1cccc2c(NC(=O)CCC(=O)OC)cccc12
→ x, -0.9, 96.0, 0.8, -0.2, -15.8, -7.2, 14.6, -7.2, -0.5
> O=C(O)CN(CCc1ccccc1)S(=O)(=O)c1ccccc1
→ -13.6, 0.9, 91.0, 1.3, -0.1, -10.0, -20.0, 3.6, 4.6, -1.5
> COc1ccc(C2=NN(CC(=O)NCc3ccco3)C(=O)CC2)cc1
→ 0.5, 3.0, 96.0, 1.0, 0.1, -5.1, -6.5, 1.1, 7.7, -2.9
> COc1ccc(CCNC(=O)CSc2ccc3nnc(CCNC(=O)c4ccc(C)cc4)n3n2)cc1OC
→ x, 3.2, 104.0, x, 0.0, 6.2, -2.4, 0.8, 5.7, -1.6
> CSc1ncccc1C(=O)NCCc1ccc(Cl)cc1
→ 2.4, 4.1, 99.0, -1.7, 2.2, -9.2, -5.4, -2.5, 2.5, 5.2
> Cc1cccc(CCNC(=O)CCNS(=O)(=O)c2cc(Br)cnc2N)c1
→ 2.7, -2.6, 98.0, 0.1, 0.0, -3.5, -13.9, 16.0, 1.0, 0.0
> CCOc1cc(CNc2ccc(N3CCOCC3)cc2)cc(Br)c1OCC
→ x, 0.3, 103.0, 4.6, -0.4, 4.4, -7.5, -2.6, -11.6, -2.7
> c1ccc2oc(SCc3cn4ccccc4n3)nc2c1
→ 3.5, 2.7, 96.0, -10.1, 0.3, -1.8, -9.6, 7.2, -9.0, -0.8
> CNC(=S)N(CCc1cccc(C)c1)Cc1cc2cc(OC)c(OC)cc2[nH]c1=O
→ 17.3, -2.0, 76.0, 1.9, 0.1, 2.6, -3.0, 2.7, 1.6, 0.3
> O=C(NCCNC(=O)c1cnccn1)c1ccc(Cl)cc1
→ -10.1, 4.0, 97.0, 1.9, 0.0, -0.8, -2.5, 19.4, -0.8, -0.1
> CC1=C(C(=O)Nc2ccccn2)C(c2ccc(Cl)cc2Cl)NC(=S)N1 (stereo not drawn)
→ 9.5, -1.5, 98.0, -1.2, 0.5, -1.9, -4.9, 18.0, 4.8, -0.5
> COc1ccc(O)c(C(=O)/C=C/c2cc3ccccc3o2)c1
→ 1.3, 4.7, 97.0, 7.9, -0.1, -9.1, x, -0.9, 2.8, 2.7
> COc1ccc(C(=O)NCCOc2ccccc2)cc1S(=O)(=O)N1CCOCC1
→ -0.5, -5.2, 96.0, 1.9, -0.1, -2.6, -3.5, 1.4, 6.7, -2.2
> O=C(Cc1ccc(Br)cc1)NCCc1ccccc1
→ 0.0, 0.1, 97.0, 0.5, 0.1, -4.5, -4.7, 8.4, 7.5, -0.8
> CCOC(=O)CNC(=O)C1CCN(S(=O)(=O)c2ccc(-c3nn[nH]n3)cc2)CC1
→ 6.7, 6.1, 98.0, 1.7, -0.1, -2.8, -4.4, 5.7, 0.3, 2.8
> CC(=O)Nc1ccc(S(=O)(=O)N(C)c2ccc(OCC(=O)Nc3ccccc3C(C)=O)cc2)cc1
→ -5.3, -13.0, 94.0, -6.8, -0.7, -2.4, -5.3, 0.8, 20.2, -2.9
> O=C(CN1CCC(NC(=O)Nc2ccccc2-c2ccccc2)CC1)NCc1ccco1
→ 5.1, -3.8, 94.0, -1.6, 1.9, 4.3, -6.5, -2.1, 7.3, -0.5
> COc1ccc(CC(=O)c2ccc(OC3OC(CO)C(O)C(O)C3O)cc2O)cc1 (stereo not drawn)
→ -12.7, -2.4, 101.0, 2.4, -0.2, 9.7, -18.2, 26.3, 6.5, -0.3
> Cn1c(CCNC(=O)c2cccs2)nnc1SCC(=O)N1CCN(c2ccccc2)CC1
→ 4.7, -2.1, 93.0, -0.1, -0.2, -1.4, -6.3, -3.4, 10.0, 0.4
> Cc1ccc2c(c1)c1c3n2CCN(C(=O)Cn2c(-c4ccccc4)noc2=O)C3CCC1 (stereo not drawn)
→ -16.2, 4.7, 98.0, -0.1, 1.1, 6.9, -4.4, 3.6, -6.8, -0.4
> CCOc1ccc(CN2CCSCC2)cc1
→ -2.7, -4.3, 95.0, 0.8, 0.0, -5.5, -5.8, 4.1, 2.6, 0.5
> CCCC(=O)C1=C(N(C)c2ccccc2)CC(C)(C)C(C(=O)OC)C1=O (stereo not drawn)
→ 1.0, 0.4, 97.0, 0.7, -0.2, -10.7, -13.3, -3.3, 16.4, -0.5
> CCC1(c2ccccc2)NC(=O)N(CC(=O)Nc2cc(S(=O)(=O)N3CCOCC3)ccc2OC(C)C)C1=O (stereo not drawn)
→ -1.7, -4.8, 100.0, -1.5, 0.0, 3.9, -6.9, 24.3, 8.7, -0.2
> Cc1ccc2c(c1)N(CC(=O)N1CCCc3ccccc31)C(=O)C(C)O2 (stereo not drawn)
→ -2.1, -0.6, 104.0, -3.4, 0.6, 2.7, -4.3, 3.3, 3.9, 1.4
> CCCC[C@@H]1CNC(=S)N1CCc1cccc(F)c1
→ -1.9, 14.6*, 93.0, -0.1, 0.2, 4.1, -9.8, 2.6, -9.7, -1.4
> O=C1CCC2(CCCC2)c2ccccc21
→ -2.4, 8.8, 100.0, -0.2, -0.1, 3.7, -4.9, -2.8, -3.6, -0.4
> Nn1c(SCC(=O)Nc2cc(S(=O)(=O)N3CCOCC3)ccc2Cl)nnc1-c1cccnc1
→ -3.2, 1.4, 97.0, 1.0, -0.2, 2.2, -2.5, 13.3, 11.0, -1.6
> O=C(c1ccccn1)N1CCN(S(=O)(=O)c2ccccc2)CC1
→ -2.1, -2.0, 106.0, 0.9, -0.3, -4.2, -5.1, 4.5, -2.1, 1.0
> O=C(Cc1cc(=O)oc2cc(O)ccc12)NC(Cc1ccc(Cl)cc1)C(=O)O (stereo not drawn)
→ 17.3, 2.2, 84.0, 2.4, 0.1, 12.5, 0.6, 7.3, -5.1, -1.6
> CCOC(=O)c1sc2nc(C)n(N)c(=O)c2c1C
→ -1.0, -3.0, 96.0, 0.8, -0.1, -5.6, -3.7, 11.9, -4.4, 2.5
> CCC(Sc1nncn1C)C(=O)Nc1nnc(-c2ccccc2Cl)s1 (stereo not drawn)
→ x, -6.1, 97.0, 0.2, -0.2, x, -3.4, 2.7, -6.8, -0.9
> Cc1ccc2[nH]c3c(c2c1)CN(C)CC3
→ -8.1, -1.8, 95.0, -1.3, 0.0, -22.5, x, -0.3, 0.4, -2.4
> CCOC(=O)C1CCN(C(=O)CN2C(=O)C(CC)Oc3ccccc32)CC1 (stereo not drawn)
→ -2.2, 0.8, 105.0, -0.1, -0.1, -1.4, -8.0, 23.1, 5.6, 0.7
> O=C(Nc1cccc2c1CCCC2)C1CCN(C(=O)NC2CCCCC2)CC1
→ 14.1, 2.8, 98.0, -5.4, 0.3, -2.5, -5.6, 8.5, 1.1, 0.5
> CC(Sc1nc(N2CCCCC2)c2c(c1C#N)CCCC2)C(=O)O (stereo not drawn)
→ 4.4, -0.7, 97.0, 0.8, 0.0, -4.8, x, 2.3, 2.9, -0.9
> Cc1cc(C)c(S(=O)(=O)NCC(CCC(=O)O)C(F)(F)F)c(C)c1 (stereo not drawn)
→ -5.5, 3.7, 97.0, 3.2, -0.1, -0.9, -0.2, 0.2, -1.0, -2.0
> CCC(Cc1ccccc1)NC(=O)CSc1ccsc1[N+](=O)[O-] (stereo not drawn)
→ -1.5, -2.1, 95.0, 2.0, 0.2, 8.4, -3.8, 0.8, 0.4, -3.5
> CCOC(=O)/C=c1\s/c(=C\c2ccc(C#N)cc2)c(=O)n1CC(=O)NCc1ccco1
→ 2.0, 0.1, 96.0, 1.2, 0.0, -5.1, -4.0, 17.6, -3.2, 0.3
> O=C1CC(N2CCN(c3nc4ccccc4s3)CC2)C(=O)N1c1cccc(F)c1 (stereo not drawn)
→ -6.9, 10.2, 94.0, 0.3, -0.3, 0.0, -8.1, 11.8, -5.8, 0.4
> CCOc1ccc(N2C(=O)C(Cl)=C(Nc3ccccc3O)C2=O)cc1
→ -4.4, 5.1, 128.0, 6.4, -0.1, -2.0, x, 7.2, -8.3, 0.3
> O=C(NNC(=O)c1cccs1)c1ccc(Cl)c([N+](=O)[O-])c1
→ -4.7, 6.1, 105.0, 0.6, -0.1, -8.3, -2.6, 7.8, -0.8, -2.4
> COc1ccc(CNS(=O)(=O)NCc2ccccc2)cc1
→ 4.7, -2.2, 105.0, 1.2, 0.8, -1.9, -6.6, 2.0, 4.8, -2.0
> CCCOC(=O)CCCC[C@H]1SC[C@@H](NC(=O)OC)[C@H]1NC(=O)OC
→ x, 1.4, 97.0, x, -0.1, -3.5, -4.0, 4.7, -6.0, 1.7
> Cc1cccc(C(=O)Nc2ccc(C(=O)c3ccncc3)cc2)c1
→ 6.6, -8.1, 94.0, 0.5, 0.2, -2.3, -4.0, 4.6, 1.2, -0.5
> CSCCC(NC(=O)COc1ccccc1)C(=O)N(C)Cc1ccc(Cl)cc1Cl (stereo not drawn)
→ 1.5, -7.8, 95.0, -5.1, 0.7, 13.2, -3.1, 9.1, 6.0, -2.6
> CC(C)(C)n1nnnc1C(c1ccccn1)N(Cc1ccccc1)Cc1ccc(Cl)cc1 (stereo not drawn)
→ x, -1.2, 91.0, -8.8, 0.1, -18.8, -3.4, 7.4, -22.1, -0.3
> CCC(=O)Nc1c(-c2ccccc2)c(=O)c2ccccc2n1C
→ 9.0, -3.7, 100.0, 1.9, -0.2, 7.2, -4.7, 13.1, 9.3, -2.4
> CCOC(=O)c1ccccc1NC(=O)Cn1cnc2c(nnn2-c2ccc(C)cc2)c1=O
→ -1.5, -0.8, 98.0, 3.5, 0.1, x, -6.0, -1.4, 8.9, -0.2
> CCOC(=O)C1=CCN(S(=O)(=O)c2ccc(Br)cc2)C1c1ccccc1 (stereo not drawn)
→ x, -3.0, 88.0, -0.1, 0.0, x, -5.5, x, -5.8, x
> Cc1ccccc1NC(=O)CNc1ccccc1N1CCCCC1
→ 0.4, 3.0, 97.0, -4.7, 0.4, 1.8, -3.1, 0.7, -1.3, 6.8
> Cc1ccccc1NC(=S)NC(C)CCc1ccccc1 (stereo not drawn)
→ 0.7, 1.9, 99.0, -0.8, -0.1, -7.7, -4.1, -7.0, 3.3, 0.8
> Cc1cccc(N(C(=O)c2snc(C(N)=O)c2N)C(C(=O)NCC2CCCO2)c2ccc(N(C)C)cc2)c1 (stereo not drawn)
→ 8.1, -2.3, 94.0, -3.8, -0.2, -3.6, -2.4, 1.9, 8.5, -2.6
> COCCCNC(=O)CCn1c(=O)c2ccccc2n(CC(=O)Nc2c(C)cccc2C)c1=O
→ -12.3, 3.4, 89.0, -0.5, 0.0, 7.0, x, -6.9, 3.6, 0.8
> COCCn1c(=O)[nH]c2cc(C(=O)N3CCN(c4cc(C)ccc4C)CC3)ccc2c1=O
→ -7.5, 1.6, 94.0, 3.3, 0.1, -1.0, -7.1, 0.9, -0.9, 0.8
> O=S(=O)(c1ccc(F)cc1)n1ccc(-c2cccc(OCc3ccc(Cl)cc3Cl)c2)n1
→ -9.1, -1.6, 89.0, -6.8, 0.2, 6.3, -5.4, 3.4, -9.1, -2.5

# Outcome played no part in choosing rows, and some 3.6% of all compounds hit somewhere here.
